# RGS4 inh – human RGS4 inhibition; P49798; HEK293 M3R/RGS4 inducible, Fluo-4 calcium flux; active compounds read high; triggered by carbachol at its EC20; B-score at 10 µM; hit rate 0.45% among 310,000;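 active means B-score, a plate-corrected calcium signal, over three deviations above library mean, with baseline fluorescence within five deviations of library mean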;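 further: RGS4 expression induced by doxycycline in cells with stable M3 receptor; B-score is computed from the integrated fluorescence ratio over baseline after carbachol; higher B-score means a larger calcium signal and so more RGS4 inhibition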
# Target sequence (P49798 whole entry, looked up): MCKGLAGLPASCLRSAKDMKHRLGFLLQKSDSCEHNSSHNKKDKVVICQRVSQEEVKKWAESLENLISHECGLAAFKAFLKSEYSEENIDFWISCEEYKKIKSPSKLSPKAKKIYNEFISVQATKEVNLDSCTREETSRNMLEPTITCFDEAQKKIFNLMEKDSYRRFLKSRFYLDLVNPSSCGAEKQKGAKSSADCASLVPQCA
# MrgX1 ag – human MrgX1 receptor agonism, primary screen; hit rate 0.44% among 310,000; B-score at 10 µM; Q96LB2; MrgX1-HEK293 cells, Fluo-4 calcium fluorescence, agonist mode; active compounds read high;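 active means calcium response B-score plate-corrected fluorescence ratio at least 3 library SD, with starting fluorescence B-score inside 5 SD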
# Target sequence (Q96LB2 whole entry, looked up): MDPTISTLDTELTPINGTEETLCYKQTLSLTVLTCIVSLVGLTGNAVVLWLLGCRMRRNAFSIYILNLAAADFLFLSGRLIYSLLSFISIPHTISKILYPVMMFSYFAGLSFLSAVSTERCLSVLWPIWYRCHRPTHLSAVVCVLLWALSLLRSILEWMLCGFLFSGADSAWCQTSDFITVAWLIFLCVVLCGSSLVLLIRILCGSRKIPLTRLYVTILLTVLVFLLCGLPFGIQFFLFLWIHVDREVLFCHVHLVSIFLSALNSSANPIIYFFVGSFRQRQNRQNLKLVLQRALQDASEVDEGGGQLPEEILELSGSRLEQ
#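 Material: HEK293 cells stably expressing human MrgX1 receptor | Quantity: 15,000 cells per well | Times: Cells plated overnight, dye loaded 0.5 h 37 °C, 0.5 h room temperature | Measured by: Kinetic Fluo-4 NW fluorescence of intracellular calcium | Control set: Positive and negative controls per plate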
# RGS4 act – RGS4 potentiation or activation | HEK293 M3R/inducible RGS4, carbachol calcium flux Fluo4; active compounds read low | B-score at 10 µM | hit rate 0.92% among 310,000;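 active means B-score of the integrated calcium signal more than 4 SD below the library mean, with starting fluorescence not abnormally high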;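 further: negative B-score means reduced calcium response which marks RGS4 activation or potentiation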
#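 Material: M3R-expressing HEK293 line, RGS4 induced by doxycycline | Schedule: Overnight RGS4 induction, 30 min dye load 37 °C, 20 min compound RT | Measured by: Fluo4 fluorescence kinetic imaging of calcium | Read-out: Integrated calcium ratio converted to B score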
# MrgX1 antagonist – human MrgX1 receptor antagonism, primary screen. B-score at 10 µM. MRGX1-HEK293 calcium flux, Fluo-4, BAM8-22 antagonism; active compounds read low. Q96LB2. hit rate 1.3% among 310,000;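 active means calcium-response B-score plate-corrected more than 3 library SD below zero, starting fluorescence within 5 deviations, no agonist response on first addition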;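 further: peak minus trough fluorescence over baseline after final BAM8-22 challenge near maximal dose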
# TRPC6 inhibitor – blocks the mouse TRPC6 cation channel; Q61143; HEK293-TRPC6, membrane potential dye, ACh-evoked depolarization; active compounds read low; B-score at 10 µM; hit rate 1.1% among 310,000; AID 2553;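 active means B-score under library mean minus 3 SD, initial fluorescence not abnormally high, positive integrated signal ratio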;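 further: B-score derived from integrated fluorescence ratio over the kinetic read; more negative B-score means stronger inhibition of depolarization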
# HDAC3 inh – inhibitors of human histone deacetylase 3; AID 2718; O15379; hit rate 0.15% among 320,000; inhibition, % at 8.3 µM; recombinant HDAC3, fluorogenic peptide/trypsin coupled, fluorescence; in the data active means inhibition above about 26%, passing the limit was not always enough; inconclusive means no clear call, values can overlap the other calls
# Target sequence (O15379 whole entry, looked up): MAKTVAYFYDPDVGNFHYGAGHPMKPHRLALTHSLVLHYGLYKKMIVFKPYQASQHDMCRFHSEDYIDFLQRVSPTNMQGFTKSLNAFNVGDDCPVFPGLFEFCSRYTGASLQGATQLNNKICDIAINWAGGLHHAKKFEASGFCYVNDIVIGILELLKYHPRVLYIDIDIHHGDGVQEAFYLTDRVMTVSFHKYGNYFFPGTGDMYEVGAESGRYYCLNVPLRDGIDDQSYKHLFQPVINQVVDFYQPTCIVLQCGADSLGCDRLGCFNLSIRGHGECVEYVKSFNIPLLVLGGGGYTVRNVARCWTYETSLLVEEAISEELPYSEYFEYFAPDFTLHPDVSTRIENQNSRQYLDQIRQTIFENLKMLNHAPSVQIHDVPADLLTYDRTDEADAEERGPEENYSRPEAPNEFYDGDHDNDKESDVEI
# SKKanGAS inh – blocks kanamycin growth of S. pyogenes SKKanGAS strain | BacTiter-Glo, 6 h | inhibition, % at 7.5 µM | hit rate 1.3% among 300,000;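 active means mean replicate score, as percent of positive control median, at least 50; inconclusive means mean below 50 but one replicate at or above 50; inactive means mean and every replicate below 50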;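 further: strain carries kanamycin resistance gene driven by streptokinase promoter and grows in 40 µg/ml kanamycin; loss of luminescence reflects streptokinase promoter inhibition or plain growth inhibition; 0% = median of DMSO wells and 100% = positive control at its reference dose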
# TMEM16A inh – blocks the mouse calcium-activated chloride channel TMEM16A | AID 588511 | Q8BHY3 | hit rate 1.2% among 310,000 | HEK293 TMEM16A/YFP iodide influx fluorescence, ionomycin | normalized B-score (activity score, 25-100; higher = stronger inhibition) at 10 µM;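 active means ratio plate-corrected score three or more library SD toward inhibition, starting fluorescence score within five deviations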;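 further: score derived from kinetic fluorescence span divided by baseline fluorescence per well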
# ANO1 activ – activates or potentiates the mouse TMEM16A chloride channel; Q8BHY3; HEK293 TMEM16A/YFP-H148Q/I152L, iodide quench fluorescence; active compounds read low; B-score at 10 µM; hit rate 0.3% among 340,000; AID 623877;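 active means fluorescence-ratio B-score plate-corrected deviation score at least 3 library SD below zero, with starting fluorescence score within 5 deviations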;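 further: channel opened by trigger with iodide after compound preincubation; score built on the fluorescence ratio of max minus min over baseline; more negative score means more quench and so TMEM16A activation or potentiation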
# TRPC6 act – activates the mouse TRPC6 cation channel | Q61143 | hit rate 0.13% among 310,000 | HEK293-TRPC6 membrane potential dye fluorescence; active compounds read high | B-score at 10 µM;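 active means B-score of the integrated fluorescence ratio above library mean plus 3 SD, and starting fluorescence ratio within library mean plus 5 SD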;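 further: higher score means more depolarization so channel activation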
# MrgX1 allo act – allosterically activates human MrgX1 receptor signaling | B-score at 10 µM | Q96LB2 | hit rate 0.63% among 310,000 | MrgX1-HEK293, Fluo-4 calcium flux, FDSS; active compounds read high;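 active means plate-corrected calcium response at least 3 library SD above typical, normal starting fluorescence, not activating the receptor alone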;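 further: compound read alongside a low EC10 to EC30 dose of BAM8-22 agonist; peak minus trough fluorescence over baseline measured at the second addition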
# An asterisk follows results filed as active; i = inactive; u = inconclusive; x = not tested or not shown.
SMILES,RGS4 inh,MrgX1 ag,RGS4 act,MrgX1 antagonist,TRPC6 inhibitor,HDAC3 inh,SKKanGAS inh,TMEM16A inh,ANO1 activ,TRPC6 act,MrgX1 allo act
O=C(Nc1cccc(-c2nc3ccccc3[nH]2)c1)c1ccccn1,i,i,i,i,i,1,-4,i,i,i,i
COc1ccc(C(=O)COC(=O)CCN2C(=O)[C@@H]3[C@H](C2=O)[C@@H]2C[C@H]3C(Br)C2Br)cc1 (stereo partly specified),i,i,i,i,i,-2,-9,i,i,i,i
Cc1nc(SCC(=O)N2CCN(c3ccccc3)CC2)n[nH]1,i,i,i,i,i,5,3,i,i,i,i
CN(C(=O)COC(=O)c1cc(S(=O)(=O)N2CCOCC2)c(Cl)cc1Cl)C1CCS(=O)(=O)C1 (stereo unspecified),i,i,i,i,i,-9,1,i,i,i,i
CC(C)c1c(O)cc(-c2ccncc2)n(-c2ccc(Cl)cc2)c1=O,i,i,i,i,i,-6,-1,i,i,i,i
Cc1ccc2oc(=O)c3cnn(CC(=O)NCCN(C)C)c3c2c1,i,i,i,i,i,0,3,i,i,i,i
O=C(Nc1nc2c(s1)CCCC2)c1cc2n(n1)C(C(F)(F)F)CC(C1CC1)N2 (stereo unspecified),i,i,i,i,i,-1,27,i,i,i,i
Cc1nn(Cc2ccc(Cl)cc2)c(Cl)c1/C=N/NC(=O)CNc1ccccc1F,i,i,i,i,i,x,-1,i,i,i,i
O=C(Cc1ccc(-c2ccccc2)cc1)N1CCOCC1,i,i,i,i,i,-2,3,i,i,i,i
COC(=O)C1CCN(C2CC(=O)N(c3cc(C)cc(C)c3)C2=O)CC1 (stereo unspecified),i,i,i,i,i,4,8,i,i,i,i
CCCCC1=NN(C(=O)c2ccncc2)C(O)(C(F)(F)F)C1 (stereo unspecified),i,i,i,i,i,-4,5,i,i,i,i
O=[N+]([O-])c1cccc(-c2ccc(SCc3ccccn3)nn2)c1,i,i,i,i,i,7,-2,i,i,i,i
Cc1ccc(N(CC(=O)NC2CCCC2)C(=O)CNC(=O)c2cccs2)cc1F,i,i,i,i,i,2,-1,i,i,i,i
COc1ccc(NC(=S)N2CCc3ccccc32)cc1OC,i,i,i,i,i,1,13,i,i,i,i
Cc1ncsc1C(=O)Nc1nc2c(s1)CCCC2,i,i,i,i,i,-4,24,i,i,i,i
O=C(NC1CCCCCC1)c1ccc(S(=O)(=O)NCc2ccco2)cc1,i,i,i,i,i,-1,-7,i,i,i,i
CCc1ccccc1N1C(=O)C2CC(C)=C(C)CC2C1=O (stereo unspecified),i,i,i,i,i,1,-3,i,i,i,i
CCn1nc(C)cc1C(=O)n1nc(C)c(Sc2ncccn2)c1C,i,i,i,i,i,2,-6,i,i,i,i
N#Cc1ccccc1S(=O)(=O)N1CCN(c2ccc(S(=O)(=O)N3CCOCC3)cn2)CC1,i,i,i,i,i,1,-2,i,i,i,i
CC(C)CSc1nc2ccccc2n1CC(=O)O,i,i,i,i,i,3,-12,i,i,i,i

# Part of the list above, reduced to MrgX1 antagonist and HDAC3 inh.
structure | MrgX1 antagonist | HDAC3 inh
Cc1ncsc1C(=O)Nc1nc2c(s1)CCCC2 | i | -4
O=C(NC1CCCCCC1)c1ccc(S(=O)(=O)NCc2ccco2)cc1 | i | -1

# (cont.)
SMILES,RGS4 inh,MrgX1 ag,RGS4 act,MrgX1 antagonist,TRPC6 inhibitor,HDAC3 inh,SKKanGAS inh,TMEM16A inh,ANO1 activ,TRPC6 act,MrgX1 allo act
C/C(=N\NC(=S)NC(C)C)c1ccc(Cl)c([N+](=O)[O-])c1,i,i,i,i,i,x,6,i,i,i,i
CC(=O)c1cc(-c2ccc(F)cc2)n(CCC(=O)Nc2cccc(C)n2)c1C,i,i,i,i,i,-9,2,i,i,i,i
Cc1ccc(S(=O)(=O)N(C)c2ccc(OC(=O)c3ccc(=O)[nH]c3)cc2)cc1,i,i,i,i,i,14,-9,i,i,i,i
CCn1c(SCC(=O)NC(=O)Nc2ccc3c(c2)OCCO3)nnc1-c1cccs1,i,i,i,i,i,5,4,i,i,i,i
S=c1nc(Cc2ccc(Cl)cc2)[nH]c2ccccc12,i,i,i,i,i,2,11,i,i,i,i
CCOC(=O)C1CCCN(Cc2ccccc2F)C1 (stereo unspecified),i,i,i,i,i,0,7,i,i,i,i
C=CCNc1nc(Nc2ccc(Cl)cc2)nc(OC)n1,i,i,i,i,i,10,-13,i,i,i,i
CCOC(=O)c1cccnc1SCC(=O)NCc1ccccc1,i,i,i,i,i,2,-13,i,i,i,i
COc1ccc(C(=O)NCCN2CCOCC2)cc1[N+](=O)[O-],i,i,i,i,i,2,11,i,i,i,i
Cc1nn(C)cc1NC(=O)CCSc1nc(-c2ccco2)cc(C(F)(F)F)n1,i,i,i,i,i,1,-3,i,i,i,i
COC(=O)c1sc(N2CCCCC2)c(C#N)c1N,i,i,i,i,i,-2,-3,i,i,i,i
O=C1CN(c2ccccc2F)C(=O)CN1c1ccccc1F,i,i,i,i,i,4,-5,i,i,i,i
CCc1ccccc1NC(=O)CSc1nc2ccccc2n1CC(=O)N(C)C,i,x,i,x,i,x,2,x,i,i,x
c1ccc(-n2cnc3ccccc32)cc1,i,i,i,i,i,-5,3,i,i,i,i
Cc1ccc(-c2csc3nc4ccc(C(=O)NCCO)cc4c(=O)n23)cc1,i,i,i,i,i,-23,-3,i,i,i,i
CCOC(=O)N1CCN(c2ncnc3c2[nH]c2ccc(F)cc23)CC1,i,i,i,i,i,-4,0,i,i,i,i
C=CCC1(NC(C)c2ccccc2)CCCCC1 (stereo unspecified),i,i,i,i,i,2,2,i,i,i,i
CC(C)(C)c1ccc(S(=O)(=O)N2CCSC2)cc1,i,i,i,i,i,-2,0,i,i,i,i
CCC1(C)Cc2c(sc3c2c2ncnn2c2nnc(SCC(=O)NCc4ccco4)n32)CO1 (stereo unspecified),i,i,i,i,i,-3,-1,i,i,i,i
Cc1ccc(-c2cc(C(F)F)n3ncc(C(=O)N4CCN(c5cccc(C)c5C)CC4)c3n2)cc1,i,i,i,i,i,u,43,i,i,i,i
CC(=O)c1sc(NC(=O)c2ccc3c(c2)OCO3)nc1C,i,i,i,i,i,-5,-9,i,i,i,i
Nc1ccc(-c2nc3cc([N+](=O)[O-])ccc3o2)cc1,i,i,i,i,i,6,6,i,i,i,i
O=C(Cn1cnc([N+](=O)[O-])c1)Nc1ccc(F)c(Cl)c1,i,x,i,x,i,x,-8,x,i,i,x
Nc1nc(SCc2ccc(Cl)cc2Cl)nc2nc3c(cc12)CCCC3,i,i,i,i,i,-3,12,i,i,i,i
O=C(Nc1cccc2cccnc12)c1ccc(Br)cc1Br,i,i,i,i,i,-2,8,i,i,i,i
CCOC(=O)N1CCN(C(=O)c2ccc(NS(=O)(=O)c3ccc(C)cc3)cc2)CC1,i,i,i,i,i,5,1,i,i,i,i
Cc1ccc(C2=[N+]([O-])C3(CCCCC/C3=N\NC(N)=S)N(O)C2(C)C)o1 (stereo unspecified),i,i,i,i,i,8,-1,i,x,i,i
N#Cc1ccccc1S(=O)(=O)N1CCN(C(=O)C2CCCC2)CC1,i,i,i,i,i,11,-4,i,i,i,i
Cc1ccc2c(Cl)cc(Cl)c(OCC(=O)Nc3cc(S(=O)(=O)N(C)C)ccc3C)c2n1,i,i,i,i,i,-5,5,i,i,i,i
COc1ccc(NC(=O)N2CCCC2C(=O)Nc2ccccc2F)cc1 (stereo unspecified),i,i,i,i,i,2,2,i,i,i,i
Cc1oc(-c2cccc(Cl)c2)nc1CS(=O)(=O)CC(=O)NC1CC1,i,i,i,i,i,0,-6,i,i,i,i
CN(C)c1ccc(/C=N/NC(=O)CSc2ccccn2)cc1,i,i,i,i,i,11,0,i,i,i,i
COc1ccccc1OCCn1c(C)c(C=O)c2ccccc21,i,i,i,i,i,-7,5,i,i,i,i
COc1cc(S(=O)(=O)NCCCN2CCOCC2)ccc1Cl,i,i,i,i,i,x,4,i,i,i,i
Brc1ccccc1-c1nnc2sc(Cc3ccccc3)nn12,i,i,i,i,i,6,-8,i,i,i,i
CC(=O)Nc1ccc(S(=O)(=O)Nc2nccc(/C=C/c3ccc(Cl)cc3)n2)cc1,i,i,i,i,i,2,1,i,i,i,i
O=C(NCCN1CCCC1)c1ccc2c(=O)n(CCc3ccccc3)c(=O)[nH]c2c1,i,i,i,i,i,0,-7,i,i,i,i
CC(C)(CN1CCN(Cc2ccccc2)CC1)NS(=O)(=O)c1ccccc1,i,i,i,i,i,4,-5,i,i,i,i
CCOC(=O)Nc1cc(Br)c2c(c1)OCCO2,i,i,i,i,i,-1,-14,i,i,i,i
CCOc1cc2c(C#N)c(N3CCCCC3)nc(N)c2c(N)n1,i,i,i,i,i,6,21,i,i,i,i
COc1cccc(OC)c1C(=O)Nc1ccc2c(c1)n(C)c(=O)n2C,i,i,i,i,i,-5,-8,i,i,i,i
CN(CC(=O)Nc1ccc(F)cc1)C(=O)CSc1nccn1C,i,i,i,i,i,2,-10,i,i,i,i
Cc1ccc(C(=O)N2CCCC(c3ccc(Cl)cc3)=N2)cc1,i,i,i,i,i,2,1,i,i,i,i
CCOc1ccc(NC(=O)C2CC(=O)N(c3cc(C)cc(C)c3)C2)cc1 (stereo unspecified),i,i,i,i,i,-7,-3,i,i,i,i
CC(C)C[C@H](NC(=O)NC(C)C)C(=O)O,i,i,i,i,i,-8,-5,i,i,i,i
CCOC(=O)c1cc2c(ccn2C)n1CC(=O)N1CCN(c2ccc(F)cc2)CC1,i,i,i,i,i,4,-4,i,i,i,i

# No enrichment for hits; about 6.7% have a hit in one of these screens.
